Bioassay records as filed in PubChem.
HT1080 IDH1KD tx – HT-1080 IDH1 knockdown cell toxicity (counter line); HT-1080 IDH1 knockdown viability, ATP luminescence, 48 h; Potency, µM (doses to about 46.1 µM), for inactives: top-dose activity, negative = toxicity, usual class: cytotoxic; 360,000 tested, 2% active;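 also: potency is read from the fitted curve at half-maximal effect; 0% = DMSO wells and -100% = cell-free medium wells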
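Knockdown cells (IDH1KD HT-1080) received compounds 2 h after plating at 750 cells/well and were kept 48 h at 37 °C in 5% FBS RPMI. A CellTiter-Glo luminescence read gave % activity for curve fitting.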
IL-1B inflam inh – inflammasome signaling inhibition, IL-1 beta readout; THP-1 LPS/ATP IL-1B secretion, AlphaLISA, 16 h; stronger effect = lower value; activity change, % at 57.5 µM; 360,000 tested, 4.7% active; in the data active = activity change below about -50%; inconclusive = mostly about -30% to -49%; also: % is scaled to controls: 0 for no effect and ±100 for the full control effect
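THP-1 cells pretreated 1 hr with compounds (up to 57.5 uM final), then stimulated with LPS (250 ng/mL final) plus ATP (1.25 mM final); secreted IL-1B measured by AlphaLISA after 16 hr, decreased signal indicating inhibition.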
ATXN viability – cell viability loss in ATXN counter-screen; Potency, µM (series often up to 56.7 µM), usual class: cytotoxic; 400,000 tested, 0.49% active; S2 cells (HEK-293 line with an ATXN2-luciferase reporter) viability, CellTiter-Fluor protease fluorescence, 24 h; AID 651635; also: potency is read from the fitted curve at half-maximal effect; nearly all actives have a fitted effect of over 40% in size
HT1080-NT tox – kills 2HG-producing HT-1080-NT fibrosarcoma cells; 360,000 tested, 1.6% active; AID 686970; Potency, µM (titrated, usually from 46.1 µM), for the others: at the highest dose activity, negative = less viability, actives largely listed as cytotoxic; HT-1080-NT fibrosarcoma viability, CellTiter-Glo ATP luminescence, 48 h;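 also: NT is the 2HG producing partner of a matched IDH1 knockdown line; potency is read from the fitted curve at half-maximal effect; 0% = DMSO-treated cells and -100% = media-only wells without cells; nearly all actives have a fitted effect of over 55% in size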
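HT-1080-NT; 750 cells/well; 5% FBS RPMI; 48 h compound, 37 degrees C; CellTiter-Glo luminescence; curve fitting and curve-class assignment.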
MCF10A rereplic – induces DNA re-replication in MCF 10a normal breast cells; MCF 10A DNA re-replication, Hoechst nuclear intensity, 48 h; Potency, µM (highest dose often 46.1 µM), for the others: at the top dose activity, positive = re-replication, hits mostly activators; 350,000 tested, 2.9% active; AID 624296; also: potency is read from the fitted curve at half-maximal effect; % of control where 0% means no effect; nearly all actives have a fitted effect of over 50% in size
KB-3-1 cytotox – KB-3-1 parental cell cytotoxicity. KB-3-1 viability, CellTiter-Glo ATP luminescence, 72 h. 400,000 tested, 1.4% active. Potency, µM (doses to about 46.1 µM), without a hit: top-dose activity change, negative = cytotoxic, actives largely listed as cytotoxic; also: potency is read from the fitted curve at half-maximal effect; % is scaled to controls: 0 for no effect and ±100 for the full control effect; nearly all actives have a fitted effect of over 60% in size
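Parental KB-3-1 viability, qHTS format: 72 h compound exposure, 37 °C; CellTiter-Glo; media-only wells and DMSO plates as controls; concentration-effect fits on corrected data.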
ATXN2 expr inh – reduces ATXN2 reporter expression in HEK-293 cells | HEK-293 ATXN2-luciferase reporter, luminescence, 24 h | Potency, µM (top dose mostly 57 µM), without a hit: top-dose activity change, negative = inhibition, most hits filed as inhibitors | 360,000 tested, 0.72% active | AID 1745845; also: potency is read from the fitted curve at half-maximal effect; % is scaled to controls: 0 for no effect and ±100 for the full control effect; nearly all actives have a fitted effect of over 55% in size
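qHTS (up to 57 uM final) was run with 24 h compound exposure of reporter cells at 37 °C. Each well was multiplexed: SteadyGlo luminescence measured ATXN2-luciferase expression after a fluorogenic Gly-Phe-AFC viability readout (25 uM final).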
HepG2 tox – kills HepG2 cells in TGF-b inhibitor counter-screen | Potency, µM (highest dose often 46.1 µM), for the others: at the top dose activity change, negative = cytotoxicity, actives largely listed as cytotoxic | AID 588856 | 410,000 tested, 0.76% active | HepG2 CAGA-GFP viability, ATP luminescence, 18 h; also: potency is read from the fitted curve at half-maximal effect; some results filed as inactive show a strong effect at the top dose
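HepG2 CAGA-GFP cells (1000/well, DMEM with 1% FBS) received compound, then TGF-beta at 500 pg/mL final, and were incubated 18 hours at 37 degrees C. Viability was read by CellTiter-Glo luminescence. Media-only wells were set as complete cell-killing and DMSO as no toxicity.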
SW480 rerep – inducers of DNA re-replication in SW480 colon cancer cells | SW480 DNA re-replication, Hoechst DNA content imaging, 48 h | Potency, µM (doses to about 46.1 µM), for the others: top-dose re-replication activation, actives largely listed as activators | 340,000 tested, 1.8% active | AID 624297; also: potency is read from the fitted curve at half-maximal effect; % of control where 0% means no effect; nearly all actives have a fitted effect of over 55% in size
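Compounds, transferred as 23 nL by pin tool, were incubated with cells for 48 hr; DNA content per nucleus was then quantified by Hoechst staining and fluorescence plate imaging.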
An asterisk follows results filed as active; i = inactive; ? = inconclusive; nt = no result given; [ ] = remark or other dose. Unless noted, calls follow the shape of the dose curve; as a rule, active = well fitted curve in the direction sought with a large enough effect; inconclusive = small, poorly fitted or top-dose-only effect, or another doubt; inactive = no such curve, though single readings can be large; an effect the other way counts as inactive or inconclusive.

[1] COc1cccc(CNC(=O)C2CCCN(c3cnccn3)C2)c1 (stereo unspecified)
[2] Oc1ccc(Cl)cc1C1=NCCNC(C(F)(F)C(F)F)=C1
[3] CN1CCN(c2nc3c(c(=O)n(C)c(=O)n3C)n2Cc2ccc(F)cc2)CC1
[4] CCOC(=O)C1CCN(C(=O)CC2(CC(=O)O)CCCC2)CC1
[5] CC(=O)c1ccc(NC(=O)c2cc3c(=O)oc4ccc(C)cc4c3s2)cc1
[6] O=C(Nc1ccc(N2CCOCC2)cc1)C1CCCN(S(=O)(=O)c2cccc(C(F)(F)F)c2)C1 (stereo unspecified)
[7] COc1ccc(-c2csc(C(O)c3cccc(OC)c3)n2)cc1 (stereo unspecified)
[8] Nc1cc(C(=O)N2CCN(c3ccc([N+](=O)[O-])cc3)CC2)ccc1N1CC2CC(C1)c1cccc(=O)n1C2 (stereo unspecified)

assay / compound,1,2,3,4,5,6,7,8
HT1080 IDH1KD tx,19%,-17%,-5%,2%,nt,-1%,?,-9%
IL-1B inflam inh,10,?,1,0,nt,9,10,0
ATXN viability,i,i,?,i,i,i,i,i
HT1080-NT tox,-12%,-3%,-7%,12%,nt,2%,-18%,-14%
MCF10A rereplic,16%,7%,3%,2%,nt,22%,nt,1%
KB-3-1 cytotox,-2%,0%,-4%,-3%,7%,-1%,-13%,-10%
ATXN2 expr inh,-3%,1%,-11%,-14%,2%,-9%,5%,-19%
HepG2 tox,2%,-7%,-13%,16%,-3%,-13%,-41%,-13%
SW480 rerep,1%,8%,-4%,-12%,nt,1%,nt,-1%

[9] COc1ccc(Br)cc1CNCCSc1nnnn1C
[10] O=C(CC1NCCc2ccccc21)Nc1ccccc1Cl (stereo unspecified)
[11] CC(C)OCP(=O)(c1ccccc1)c1ccccc1
[12] COc1ccc(/C=C/C(=O)c2ccc3c(c2)OCCO3)cc1[N+](=O)[O-]
[13] COC(=O)c1cc(NC2c3ccccc3C(=O)N2Cc2ccco2)cc(C(=O)OC)c1 (stereo unspecified)
[14] O=C1c2ccccc2-c2cccnc21
[15] COc1ccccc1N(CC(=O)Nc1ccccc1C)S(C)(=O)=O
[16] CCSc1n[nH]c2nc3c(c(=O)n12)C1(CCCC1)Cc1ccccc1-3

assay / compound,9,10,11,12,13,14,15,16
HT1080 IDH1KD tx,4%,17%,-9%,-11%,3%,-3%,0%,-24%
IL-1B inflam inh,0,-9,-27,-55*,4,10,23,18
ATXN viability,i,i,i,i,i,i,i,nt
HT1080-NT tox,5%,11%,-2%,0%,15%,-3%,4%,?
MCF10A rereplic,9%,19%,-2%,3.7µM*,5%,-2%,-29%,?
KB-3-1 cytotox,7%,13%,-6%,?,0%,-8%,0%,-1%
ATXN2 expr inh,-3%,-17%,2%,-31%,3%,-6%,-1%,0%
HepG2 tox,-22%,-4%,-12%,-28%,-33%,-8%,-1%,-7%
SW480 rerep,0%,-4%,-3%,12µM*,-2%,-10%,17%,-2%

An excerpt from above in order of the IL-1B inflam inh value, low to high.
| nr | SMILES | IL-1B inflam inh |
| --- | --- | --- |
| 10 | O=C(CC1NCCc2ccccc21)Nc1ccccc1Cl (stereo unspecified) | -9 |
| 14 | O=C1c2ccccc2-c2cccnc21 | 10 |
| 15 | COc1ccccc1N(CC(=O)Nc1ccccc1C)S(C)(=O)=O | 23 |

Additional compounds follow.
[17] COc1ccc(C)cc1NC(=O)NC1CCN(Cc2ccccc2)CC1
[18] Cc1coc2cc3oc(=O)c(CCC(=O)NC4CC4)c(C)c3cc12
[19] COc1ccc(-n2c(NC(=O)c3ccco3)c(C#N)c3nc4ccccc4nc32)cc1
[20] N#Cc1c(Cl)nc2c(c1C#N)CCCC2
[21] O=C(Nc1ccc(Br)cc1)N1CCCCCC1
[22] COc1ccc(C(=O)c2coc3ccc(O)c(CN(C)C)c23)cc1
[23] Cc1ccc(CNC(=O)C(=O)NCC2CCCO2)cc1 (stereo unspecified)
[24] CSc1ccc(Cl)c(C(=O)NCc2ccco2)c1

assay / compound,17,18,19,20,21,22,23,24
HT1080 IDH1KD tx,5%,0%,-13%,-3%,15%,1%,5%[9.24 µM],7%
IL-1B inflam inh,-20,-14,4,-4,?,-19,0,-15
ATXN viability,i,i,nt,i,i,i,i,i
HT1080-NT tox,-2%,0%,-21%,3%,7%,9%,9%,10%
MCF10A rereplic,12%,-1%,8.2µM*,5%,7%,3%,-2%,2%
KB-3-1 cytotox,1%,0%,?,-2%,-3%,-8%,-20%,-2%
ATXN2 expr inh,-17%,27%,-3%,-20%,12%,-8%,4%,1%
HepG2 tox,-54%,-20%,-1%,-6%,0%,-1%,-23%,-36%
SW480 rerep,7%,2%,18µM*,-9%,-10%,4%,-5%,-3%

[25] O=C(COC(=O)/C=C/c1cccc(Cl)c1)NC1CC1
[26] CC(C)CN1C(=S)SC(C)(C)C1n1oc(=O)n(-c2ccccc2)c1=O (stereo unspecified)
[27] O=C(Nc1c(Cl)cccc1Cl)c1cc(-c2cccc(O)c2)on1
[28] COc1cc(Cl)cc(NC(=O)CCN2CCN(C)CC2)c1
[29] Cc1cc(=O)oc2cc(OCC(=O)c3ccc4c(c3)NC(=O)CO4)ccc12
[30] COc1ccc(NC(=O)c2cn(CCC#N)nc2-c2cc3ccccc3o2)cc1
[31] COc1ccc(OCc2cc(C(=O)N3C[C@H]4CC[C@H]3C4)no2)c(Cl)c1
[32] COc1ccccc1CN1CC(C(=O)N(C)CCCn2nc(C)cc2C)CCC1=O (stereo unspecified)

assay / compound,25,26,27,28,29,30,31,32
HT1080 IDH1KD tx,-3%,-5%,nt,9%,34%,?,-5%,-3%
IL-1B inflam inh,-4,-9,nt,-5,-11,?,-14,-9
ATXN viability,i,i,?,i,?,i,i,i
HT1080-NT tox,-2%,-3%,nt,7%,15%,?,4%,0%
MCF10A rereplic,0%,4%,nt,-3%,7%,?,16%,-2%
KB-3-1 cytotox,7%,0%,-2%,-3%,10%,3%,21%,2%
ATXN2 expr inh,-8%,-1%,-5%,-7%,-27%,nt,42%[activator],8%
HepG2 tox,4%,-13%,-45%,11%,7%,-5%,0%,1%
SW480 rerep,-10%,0%,nt,-9%,14%,7%,0%,-11%

[33] COC(=O)c1ccc(/C=N/n2cnnc2)cc1
[34] CC(C(=O)c1ccc(-c2ccccc2)cc1)[n+]1ccccc1 (stereo unspecified)
[35] O=C(NCc1cc(Cl)cc(Cl)c1)c1ccc2sc([C@H]3C[C@H](O)[C@@H](CO)O3)nc2c1
[36] Cn1cc([N+](=O)[O-])c(C(=O)Nc2cnn(Cc3ccc(F)cc3)c2)n1
[37] Cc1ccc2cc(CN(Cc3ccco3)C(=S)NCC3CCCO3)c(=O)[nH]c2c1 (stereo unspecified)
[38] CC1(C(=O)NCC2CC2)Cc2c(-c3ccc4c(c3)OCO4)ccnc2O1 (stereo unspecified)
[39] N#C/C(=N\O)c1nc2ccccc2s1
[40] C=CCn1c(=O)c2ccccc2n2c(SCC(=O)NC(C)C)nnc12

assay / compound,33,34,35,36,37,38,39,40
HT1080 IDH1KD tx,?,?,-1%,3%,-9%,?,-3%,8%
IL-1B inflam inh,22,-13,31,-27,-7,46,55,-3
ATXN viability,i,i,i,?,?,i,?,i
HT1080-NT tox,0%,-11%,-25%,0%,0%,?,7%,6%
MCF10A rereplic,-4%,19%,nt,0%,26%,nt,-4%,2%
KB-3-1 cytotox,-1%,?,0%,16%,5%,15µM*,3%,4%
ATXN2 expr inh,8%,?,0%,4%,-30%,0%,-30%,-12%
HepG2 tox,-3%,0%,-8%,-2%,-3%,-19%,3%,0%
SW480 rerep,0%,1%,nt,?,-12%,nt,0%,0%

[41] CCc1c(C)nc(SCc2ccccn2)[nH]c1=O
[42] CCCNC(=O)c1nnsc1S(=O)c1ccc(Cl)cc1 (stereo unspecified)
[43] Cc1ccc(C)c(N2CCN(C(=O)CCc3nc(-c4ccc(Cl)cc4)no3)CC2)c1
[44] O=C(N/N=C/c1sc2ccccc2c1O)c1cccc2ccccc12
[45] CCCCNC(=S)N1CCn2cccc2C1c1ccccc1 (stereo unspecified)
[46] O=C([C@H]1O[C@@H](n2ccc(=O)[nH]c2=O)[C@H](O)[C@@H]1O)N1CCSC1
[47] CCc1ccc(NC(=O)Cn2c(=O)n(Cc3nc(-c4ccccc4)no3)c(=O)c3cc4c(cc32)OCO4)cc1
[48] CN(Cc1ccc(F)cc1)C(=O)c1ccc(NC(=O)CC2SC(N3CCCC3)=NC2=O)cc1 (stereo unspecified)
[49] Cc1ccc(CN2C(=O)c3ccccc3C2C(=O)NC2CCCCCC2)cc1 (stereo unspecified)

assay / compound,41,42,43,44,45,46,47,48,49
HT1080 IDH1KD tx,6%,16µM*,4%,?,-16%,4%,nt,1%,nt
IL-1B inflam inh,35,-102*,14,96,2,4,nt,0,nt
ATXN viability,i,nt,i,nt,i,i,i,i,?
HT1080-NT tox,7%,18µM*,3%,?,-24%,?,nt,2%,nt
MCF10A rereplic,2%,3.3µM*,?,?,?,nt,nt,0%,nt
KB-3-1 cytotox,3%,?,0%,0%,-15%,0%,-15%,16%,-6%
ATXN2 expr inh,nt,?,-10%,?,12%,6%,-20%,-3%,-4%
HepG2 tox,2%,-104%,-13%,4%,-19%,5%,7%,-6%,4%
SW480 rerep,-166%[inhibitor],23µM*,-59%[inhibitor],?,?,nt,nt,2%,nt

Structures shown so far containing two or more sulfur atoms (two):
[26] CC(C)CN1C(=S)SC(C)(C)C1n1oc(=O)n(-c2ccccc2)c1=O (stereo unspecified)
[42] CCCNC(=O)c1nnsc1S(=O)c1ccc(Cl)cc1 (stereo unspecified)

assay / compound,26,42
HT1080 IDH1KD tx,-5%,16µM*
IL-1B inflam inh,-9,-102*
ATXN viability,i,nt
HT1080-NT tox,-3%,18µM*
MCF10A rereplic,4%,3.3µM*
KB-3-1 cytotox,0%,?
ATXN2 expr inh,-1%,?
HepG2 tox,-13%,-104%
SW480 rerep,0%,23µM*
